Bioassay records (PubChem)
Vif-A3G inh = inhibitors of Vif-APOBEC3G interaction | 410,000 tested, 0.076% active | AID 602310 | Potency, µM (titrated, usually from 46.1 µM), inactives show at the highest dose activity, negative = active, most hits filed as inhibitors | HeLa A3G-eYFP + Vif (tagged APOBEC3G with the HIV-1 protein that degrades it), YFP fluorescence, overnight | Q9HC16;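 also: potency is read from the fitted curve at half-maximal effect; % is scaled to controls: 0 for no effect and ±100 for the full control effect; nearly all actives have a fitted effect of over 60% in size; hits raise eYFP signal because A3G escapes Vif-driven loss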
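Read-out is eYFP fluorescence (Ex 488/Em 500-530) from Vif-expressing HeLa A3G-eYFP cells; more signal means A3G escaped Vif-mediated degradation. Cells plated overnight, compound pinned in, incubated overnight at 37 deg C.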
Vif-APOBEC3F blk = blocks the Vif interaction with APOBEC3F | HeLa A3F-eYFP + Vif (tagged APOBEC3F with the HIV-1 protein that degrades it), YFP fluorescence increase | 390,000 tested, 0.2% active | AID 602313 | Potency, µM (highest dose often 46.1 µM), inactives show top-dose activity, negative = active; also: potency is read from the fitted curve at half-maximal effect; % of control where 0% means no effect; nearly all actives have a fitted effect of over 65% in size
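Fluorescence increase (Ex 488/Em 500-530) after overnight compound treatment at 37 deg C flags inhibition of Vif-driven A3F-eYFP loss in stable HeLa A3F-eYFP/Vif cells seeded overnight beforehand.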
RXFP1 agonist = activates the human relaxin receptor RXFP1; 370,000 tested, 0.3% active; HEK293T-RXFP1 cAMP TR-FRET, 30 min; response scale: percent of porcine relaxin response, buffer zero; AID 2676; Q9HBX9; Potency, µM (top dose mostly 57.5 µM), for the others: top-dose activation, most hits filed as activators; also: potency is read from the fitted curve at half-maximal effect; % is scaled to controls: 0 for no effect and ±100 for the full control effect; nearly all actives have a fitted effect of over 60% in size; many of its hits are not listed in these tables
Target sequence (Q9HBX9 whole entry, looked up): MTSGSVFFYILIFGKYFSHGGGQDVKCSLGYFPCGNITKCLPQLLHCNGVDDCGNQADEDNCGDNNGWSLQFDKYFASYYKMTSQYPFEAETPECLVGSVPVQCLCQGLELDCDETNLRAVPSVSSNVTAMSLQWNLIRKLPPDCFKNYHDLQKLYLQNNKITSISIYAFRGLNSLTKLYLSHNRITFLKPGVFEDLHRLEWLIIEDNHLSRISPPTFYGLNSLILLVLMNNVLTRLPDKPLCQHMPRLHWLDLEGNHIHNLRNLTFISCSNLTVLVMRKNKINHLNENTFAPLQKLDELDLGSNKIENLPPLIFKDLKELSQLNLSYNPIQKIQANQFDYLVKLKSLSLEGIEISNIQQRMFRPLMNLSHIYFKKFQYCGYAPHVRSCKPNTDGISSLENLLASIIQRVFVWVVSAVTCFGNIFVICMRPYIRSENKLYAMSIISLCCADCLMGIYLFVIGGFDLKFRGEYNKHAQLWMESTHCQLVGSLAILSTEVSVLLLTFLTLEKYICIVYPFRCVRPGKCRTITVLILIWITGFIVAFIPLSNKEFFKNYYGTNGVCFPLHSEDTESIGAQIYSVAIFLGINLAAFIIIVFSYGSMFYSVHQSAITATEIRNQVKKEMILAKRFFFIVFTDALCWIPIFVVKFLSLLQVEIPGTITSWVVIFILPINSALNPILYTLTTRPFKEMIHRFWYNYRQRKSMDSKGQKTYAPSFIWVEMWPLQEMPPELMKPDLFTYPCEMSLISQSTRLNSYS
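Agonist response is measured as cAMP accumulation in an RXFP1-transfected HEK293T line under PDE4 inhibition. Values are scaled between buffer-only and 29 nM porcine relaxin, and EC50s come from standard Hill equation fits.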
PI4K2A inh = blocks human PI4K2A kinase activity; Q9BTU6; purified PI4K2A, ADP-Glo luminescence, 1 h; stronger effect = lower value; activity change, negative = inhibition, % at 76.9 µM; 420,000 tested, 0.13% active; AID 1346378; in the data active = activity change below about -50%; inconclusive = mostly about -30% to -49%;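 also: -100% = wells without enzyme as full effect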
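ADP-Glo luminescence measured ADP generated by PI4K2A enzyme (4 ug/mL before mixing) with 1.2 mM PI substrate (pre-mix) and 300 microM ATP (pre-mix). Tris pH7.5 buffer with MgCl2, Triton X-100; 1 h reaction at ambient temperature.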
Glioma ERSR ind = ER stress response induction in glioma. Potency, µM, inactives show top-dose activation, usual class: activators. U87-MG GRP78 promoter luciferase reporter, 16 h. AID 602332. 420,000 tested, 0.02% active; also: potency is read from the fitted curve at half-maximal effect; series mostly up to about 76 µM; % of control where 0% means no effect; nearly all actives have a fitted effect of over 35% in size
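ERSR induction read as luciferase luminescence (Bright-Glo, 10 min at room temperature) in stably transfected human U87-MG glioma cells exposed to compounds for 16 h, using GRP78 as sensor.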
USP1 inh = USP1/UAF1 (human) deubiquitinase inhibition; 390,000 tested, 0.23% active; recombinant USP1/UAF1, Ub-Rhodamine cleavage fluorescence; Potency, µM (highest dose often 57.1 µM), for inactives: top-dose activity change, negative = inhibition, usual class: inhibitors; AID 743255; also: potency is read from the fitted curve at half-maximal effect; % is scaled to controls: 0 for no effect and ±100 for the full control effect; nearly all actives have a fitted effect of over 60% in size; inactives centre near -12
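1 nM enzyme complex + cpd, 15 min RT; start with Ub-Rho 150nM final; kinetic fluorescence ex 480/em 540, 6 reads q60 s. Buffer 50mM HEPES pH 7.8, 0.5mM EDTA, 0.1 mg/ml BSA, 1mM TCEP, 0.01% Tween-20.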
TrxR1 substrate = rat thioredoxin reductase 1 substrate activity; O89049; 390,000 tested, 0.01% active; purified TrxR1 substrate turnover, NADPH consumption readout; AID 588456; Potency, µM (series often up to 114 µM), for inactives: at the top dose activity change, negative = substrate turnover; also: potency is read from the fitted curve at half-maximal effect; % is scaled to controls: 0 for no effect and ±100 for the full control effect; nearly all actives have a fitted effect of over 50% in size
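Rat TrxR1, dispensed at 90 nM, was prereduced with 400 uM NADPH (final) for 5 min at ~22 deg C, then incubated with compound 15 min before 400 uM selenite. A first-read NADPH fluorescence drop versus no-compound background flagged substrates.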
mIDH1 inhibitor = inhibitors of human mutant IDH1 R132H; 390,000 tested, 0.093% active; IDH1-R132H enzyme, NADPH consumption, diaphorase/resazurin fluorescence; AID 602179; Potency, µM (titrated, usually from 76.6 µM), for the others: at the top dose activity change, negative = inhibition, usual class: inhibitors; also: potency is read from the fitted curve at half-maximal effect; % is scaled to controls: 0 for no effect and ±100 for the full control effect; nearly all actives have a fitted effect of over 65% in size
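IDH1-R132H (0.5 ug/mL dispensed) in pH 7.5 Tris buffer was preincubated 30 min with compound, then given a substrate mix of 0.016 mM NADPH and 2 mM alpha-KG for 80 min at room temperature; remaining NADPH was read by diaphorase/resazurin fluorescence.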
LDHA block = LDHA (human) enzyme inhibition. P00338. purified LDHA, NADH/diaphorase-resazurin fluorescence; stronger effect = lower value. activity change, % (values are at about 110 or 230 µM). 480,000 tested, 0.15% active; in the data active = activity change below about -30%; inconclusive = mostly about -25% to -30%;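 also: plate controls were DMSO wells for no effect and wells without enzyme for full effect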
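Human LDH5 (2 nM) was incubated with 0.06 mM NADH and 0.2 mM pyruvate for 5 min at room temperature in Tris pH 7.4. Remaining NADH was coupled through diaphorase/resazurin, and resorufin fluorescence was read at 0 and 20 min.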
Numbers without * were called inactive; ? = inconclusive; · = no result given; [ ] = another dose, or the depositor's remark. Unless noted, calls follow the shape of the dose curve; as a rule, active = well fitted curve in the direction sought with a large enough effect; inconclusive = small, poorly fitted or top-dose-only effect, or another doubt; inactive = no such curve, though single readings can be large; an effect the other way counts as inactive or inconclusive. Only part of the results is shown, so the mix of outcomes need not match the whole.

Results follow in this order: Vif-A3G inh, Vif-APOBEC3F blk, RXFP1 agonist, PI4K2A inh, Glioma ERSR ind, USP1 inh, TrxR1 substrate, mIDH1 inhibitor, LDHA block
COc1cc(-c2nc3ccc4ccccc4c3c3c2CCC3)cc(OC)c1O
  -16%, -13%, 3.7%, -5, -3%, -8%, -11%, ?, -1
Cc1cccc(NC(=O)C(C)Oc2ccccc2C)n1 (centres undefined)
  -10%, -1%, 0.1%, 6, -1%, 3%, 5%, 3%, -1
O=C1C(c2ccccc2)C(c2ccccc2)NC(c2ccccc2)C1c1ccccc1 (centres undefined)
  -6%, -1%, -0.1%, 5, -1%, -18%, -3%, -10%, -11
CC(NC(=O)c1ccccc1F)C1CC1 (centres undefined)
  1%, 6%, 0.0%, 3, 1%, -11%, -12%[57.1 µM], 8%, -6
COCCCN(C(=O)CCOc1ccccc1C)c1c(N)n(Cc2ccccc2)c(=O)[nH]c1=O
  -1%, -2%, -1.0%, 2, -1%, -6%, -1%[57.1 µM], -4%, -12
CCC1CCCCN1CCCNC(=O)c1cc2c(=O)[nH]c3ccccc3c2n1C (centres undefined)
  7%, -15%, 5.5%, -8, 2%, -23%, 26%, 2%, -2
O=c1[nH]c(C2C3CC4CC(C3)CC2C4)nc2ccccc12 (centres undefined)
  -1%, 8%, 2.5%, -2, -5%, -14%, 0%, 3%, -4
CN(CC(=O)Nc1ccccc1Br)C(=O)c1cc([N+](=O)[O-])ccc1N1CCOCC1
  -3%, 2%, 0.5%, -4, -2%, -22%, -13%, 5%, -2
Cc1ccc(OCC(=O)NNC(=O)[C@@H]2CCCC[C@@H]2C(=O)O)c(Br)c1
  -6%, 1%, -2.2%, 3, 6%, ?, 0%, 2%, -1
Cc1ccc(Cl)cc1N1CCN(C(=O)CNC(=O)c2ccc(Br)o2)CC1
  3%, 4%, -0.1%, -4, 2%, -16%, 2%, 3%, 1
CCOC(=O)C1(C)CCN1C(=O)COc1ccccc1 (centres undefined)
  2%, ·, ·, 3, -3%, ·, ·, ·, -3
O=C(CCS(=O)(=O)c1cccc2nonc12)NC1CCCCCC1
  -7%, -3%, 3.3%, 9, -5%, -19%, -3%, 6%, -3
COc1ccc2nc(NC(=O)C3CCN(C(=O)c4ccc(F)cc4)CC3)sc2c1
  3%, -8%, 0.7%, -1, 1%, -17%, 2%, -1%, -5
COc1cc(C(=O)Nc2nnc(C)s2)cc(OC)c1OC
  1%, -8%, 0.4%, 1, -3%, 4%, -5%[57.1 µM], -9%, -5
CCOc1cc(C=O)cc(Br)c1OCC(=O)NCCc1ccccc1
  -8%, 1%, -1.1%, -4, -4%, -19%, -6%, 1%, -5
CCn1c(=O)cc(OCC(=O)NCCCN2CCCC2=O)c2ccccc21
  -4%, 2%, 1.8%, -6, -2%, -5%, -1%, -11%, 0
Fc1ccccc1N1CCN(c2cnc3ccccc3n2)CC1
  -6%, -2%, 4.4%, -7, -10%, -1%, -12%, 4%, 5
Cc1ccc(NC(=O)c2cccs2)cc1S(=O)(=O)N(C)C
  2%, 0%, -1.0%, 1, 2%, -10%, -11%, 13%, -3
O=C(CCN1C(=O)COc2ccccc21)NCc1cccs1
  0%, -5%, -0.2%, -4, -3%, -25%, 12%, 1%, -15
S=c1[nH]nc(Nc2cccc(Cl)c2)s1
  0%, -1%, -1.7%, 0, -2%, -6%, -3%, -7%, -10
Cc1cccc(C)c1NC(=O)C1(C)CCC(=O)N1CCc1c[nH]c2ccccc12 (centres undefined)
  -3%, ·, ·, -1, -3%, ·, ·, ·, -8
COc1ccc(S(=O)(=O)Nc2cc(Cl)ccc2OC)cc1
  ?, -9%, 2.4%, 5, -7%, -17%, -4%, 4%, -3
CCOc1ccccc1OCC(=O)NCCc1ccc(S(N)(=O)=O)cc1
  -1%, 13%, -0.2%, -3, -3%, -7%, -1%, -9%, -2
OCC(O)C1OC(c2ccco2)OC(CO)C1O (centres undefined)
  2%, -7%, ·, 8, -2%, -22%, 7%, -5%, -3
Cc1ccc(S(=O)(=O)c2nc(-c3ccc(F)cc3)oc2N2CCOCC2)cc1
  2%, -8%, -0.5%, 1, -4%, ?, -1%, -5%, -1
COc1ccc(CC(=O)NC2CC(C)(C)NC(C)(C)C2)cc1
  -25%, -3%, 0.2%, 1, -6%, -18%, 10%, 3%, -9
Cc1ccc(Cl)cc1N1C(=O)CC(C)(C)CC1=O
  -4%, -2%, -0.2%, 3, -9%, -18%, -4%, 1%, -1
Cc1c(C(=O)N2CCCC2)oc2c1-c1nn(CC(=O)NCCCN3CCCCC3)cc1CC2
  -7%, -1%, -1.5%, -1, -1%, -15%, -1%, -1%, 10
Cc1ccc(C(c2sc3nc(C)nn3c2O)N2CCN(C(=O)c3ccco3)CC2)cc1 (centres undefined)
  0%, 0%, -0.8%, 33, -4%, -9%, -6%, -2%, -9
CC(C)(C)c1ccc(C(=O)Nc2c3c(nn2C(C)(C)C)CS(=O)(=O)C3)cc1
  1%, 3%, -1.0%, -3, -2%, -9%, -4%, -21%, -5
CCN(C(=O)COC(=O)c1oc2ccccc2c1C)c1c(N)n(Cc2ccccc2)c(=O)[nH]c1=O
  -5%, 2%, 2.1%, -5, -5%, -14%, -5%, 19%, -7
O=C(Nc1ccc(Cl)cc1)Nn1cnc2ccccc2c1=O
  -3%, 5%, -2.6%, -6, 3%, -22%, 6%, 7%, -4
C[C@H](CO)N1C[C@H](C)[C@@H](CN(C)S(=O)(=O)c2ccc(F)cc2)Oc2ccc(NS(=O)(=O)c3ccc(F)cc3)cc2C1=O
  0%, -2%, ·, -4, -4%, -12%, 8%[57.1 µM], 2%, -1
CCCCCC1NC(=O)NC1CCCCCC(=O)O (centres undefined)
  1%, 8%, 0.8%, 2, -3%, -18%, 5%, 3%, -2
O=C(COc1ccc(N2C(=O)c3ccccc3C2=O)cc1)c1ccccc1
  -6%, 0%, 3.4%, -1, -3%, -19%, 3%, 8%, -18
CCCNC(=S)NCc1ccc(Cl)cc1
  0%, 4%, 3.9%, 0, 1%, -6%, -13%, 3%, -7
Cc1cc(N/N=C/c2ccccc2)nc(N2CCOCC2)n1
  -5%, -2%, -1.1%, 4, -2%, -17%, -5%[57.1 µM], 1%, -8
CN(CCOc1ccccc1)Cc1ccccc1
  1%, ·, ·, 1, -3%, ·, ·, ·, -3
O=C(N/N=C/c1c(F)c(F)c(F)c(F)c1F)c1cccc(S(=O)(=O)N2CCOCC2)c1
  4%, -1%, -0.3%, 0, -6%, -17%, -1%, -7%, -5
COc1ccc(CNC(=O)C2CCN(C(=O)N3CC(C)Oc4ccc(C)cc43)CC2)cc1 (centres undefined)
  2%, -5%, -1.0%, -2, -2%, 4%, 11%[11.4 µM], 16%, -2
CC(C)CN1CN(Cc2ccco2)CNC1=S
  2%, 8%, 2.2%, 2, -2%, -16%, -7%, 8%, 5
CC(=O)Nc1ccc(S(=O)(=O)Nc2cc(Cl)ccc2N2CCOCC2)cc1
  -3%, 2%, ·, 1, -3%, -23%, 1%, -1%, 3
CC(=O)c1sc(NS(=O)(=O)c2ccc(C)cc2)nc1-c1ccccc1
  -2%, 1%, 0.8%, -3, -3%, -12%, -8%, -5%, -2
CCC(=O)N1c2ccccc2CC1C(=O)NCCCN1CCN(c2cccc(Cl)c2)CC1 (centres undefined)
  0%, -4%, 1.0%, 0, -1%, -11%, 2%[57.1 µM], -6%, -1
CSCCC1NC(=O)N(CC(=O)Nc2ccc(-c3ccccc3)cc2)C1=O (centres undefined)
  0%, -5%, -0.3%, -5, 1%, -9%, 0%, -4%, -14
O=C(CN(C1CCCCC1)S(=O)(=O)c1ccccc1)N1CCCC1
  0%, 2%, -2.1%, -14, -1%, -6%, -7%, 4%, 2
CCOc1ccc(CCNC(=O)COC(=O)/C=C/c2ccc(C)o2)cc1OCC
  -5%, -2%, 1.4%, 8, 3%, -25%, -5%, 13%, -2
O=C(CCc1ccccc1)Nc1ccccc1C(=O)N1CCOCC1
  2%, 1%, 2.0%, 7, -4%, 2%, -5%, 6%, -10
O=C(Nc1cccc2c1C(=O)NC2=O)c1cccnc1Cl
  2%, 15%, ?, -5, -1%, -7%, 12%[57.1 µM], -8%, -1
CN(Cc1ccccc1)C(=O)COC(=O)c1cc([N+](=O)[O-])ccc1N1CCOCC1
  -3%, -5%, 3.5%, -3, 1%, -26%, -8%, 4%, -3
O=C(N/N=C/c1cc(Br)ccc1O)C(=O)Nc1ccccc1OC(F)(F)C(F)F
  -1%, -8%, 3.6%, 0, -5%, -15%, -4%, -1%, 0
CC(C)[C@H](NC(=O)c1ccco1)C(=O)N(C)Cc1ccc(C(F)(F)F)cc1
  0%, -2%, -0.8%, -1, -2%, -25%, -8%, 8%, -3
O=[N+]([O-])c1cccc(-c2ncc3ccccn23)c1
  0%, 3%, 7.0%, 10, 4%, -12%, 4%[57.1 µM], 0%, -2
Cc1cc(C(=O)N/N=C/C=C/c2ccccc2[N+](=O)[O-])c(C)o1
  -2%, 4%, 2.7%, 2, -1%, 0%, 4%[57.1 µM], 2%, 3
COc1ccc(N2CCN(CCC(O)c3ccc4ccccc4c3)CC2)cc1 (centres undefined)
  2%, 0%, -1.0%, 2, -4%, -8%, -5%, 1%, -3
